High-throughput results deposited in PubChem by The Scripps Research Institute Molecular Screening Center.
OX1R antag-1 – OX1R (HCRTR1) antagonists, primary screen, fluorescence, CHO/OX1R cells, Fluo-8 calcium, orexin A; Fluo-8 calcium fluorescence; hit rate 0.43% among 330,000; inhibition, % at 5 µM; AID 434989, 2010; Orexin/Hypocretin receptor type 1 (Homo sapiens), O43613;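 active = inhibition above its plate's threshold, mean inhibition of all tested compounds on the plate plus 3 SD, cut at about 37% in these data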;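 note: 0% = orexin A challenge wells and 100% = SB-334867-A antagonist wells; not every result past the cut was called active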
Target sequence (O43613 whole entry, looked up): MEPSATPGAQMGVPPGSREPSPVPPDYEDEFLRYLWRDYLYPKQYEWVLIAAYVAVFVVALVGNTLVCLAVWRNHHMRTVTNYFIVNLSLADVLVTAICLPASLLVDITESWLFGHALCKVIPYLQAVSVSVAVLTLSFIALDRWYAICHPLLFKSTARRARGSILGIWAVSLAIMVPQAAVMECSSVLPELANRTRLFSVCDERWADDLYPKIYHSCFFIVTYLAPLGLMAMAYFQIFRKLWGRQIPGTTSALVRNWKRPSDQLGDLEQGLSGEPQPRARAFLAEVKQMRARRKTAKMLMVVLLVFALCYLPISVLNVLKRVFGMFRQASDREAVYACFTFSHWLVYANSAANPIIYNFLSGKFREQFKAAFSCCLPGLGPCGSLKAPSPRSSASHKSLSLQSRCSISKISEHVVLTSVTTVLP
OX1R antag-2 – antagonists of human orexin 1 receptor (OX1R). OX1R-expressing cells, FRET antagonist read-out. inhibition, % at 6.6 µM. hit rate 1.8% among 330,000. AID 485270, 2010; in the data active = inhibition mostly above about 38%, no sharp cut-off; inactive = mostly below about 40%;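 note: 0% = agonist challenge alone and 100% = reference antagonist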
An asterisk follows results filed as active.

SMILES	OX1R antag-1	OX1R antag-2
COc1ccc(-n2nnnc2-c2nc3ccccc3s2)cc1	-4	22
CS(=O)(=O)c1ccc(Cl)c(NC(=O)CSc2nc3ccccc3c(=O)n2CCCN2CCOCC2)c1	-19	16
CCOc1ccc2nc(NC(NC(C)=O)(C(=O)OC)C(F)(F)F)sc2c1 (configuration not stated)	-22	8
COc1ccc(CNC(=O)CSc2nnc3c(Cl)cc(C(F)(F)F)cn23)cc1OC	-23	10
COc1cc(NC(C)CCc2ccccc2)cc(OC)c1OC (configuration not stated)	-31	12
Nc1nc2c(ccc3ccccc32)s1	-5	20
N#C/C=C1/NC(=O)c2ccccc2S1	-16	33
CCCCn1c(SCC(=O)N2CCN(c3ccccc3)CC2)nc2ccsc2c1=O	-27	30
COc1ccc(C(c2nnnn2Cc2ccccc2)N2CCN(c3nc4ccccc4s3)CC2)cc1 (configuration not stated)	-29	16
O=c1ccc(Oc2nc(N3CCCCC3)nc(N3CCCCC3)n2)n[nH]1	-21	18
Cc1ccc(S(=O)(=O)CCC(=O)Nc2nc3c(s2)CCCC3)cc1	-21	11
CC1CCN(c2oc(-c3ccco3)nc2S(=O)(=O)c2ccccc2)CC1	-23	16
CCCCN1C=C(C(=O)OC)C(c2ccccc2C(F)(F)F)C(C(=O)OC)=C1	-13	14
O=c1c2ccccc2oc2ccc(NCCCN3CCOCC3)cc12	-16	23
CCCNS(=O)(=O)c1ccc(CCC(=O)N2CCCC2)cc1	-2	3
C=CCNC(=O)c1cnc2n(c1=O)CCS2	-4	9
O=C(Cc1cn2ccsc2n1)Nc1ccccn1	6	12
O=[N+]([O-])c1cccc(/C=C/c2ccccn2)c1	-27	22
Cc1cc2ccccc2n2c(SCC(=O)NCc3cccs3)nnc12	-28	19
Cc1ccccc1NC(=O)COC(=O)c1ccc2nc(C)c(C)nc2c1	-27	1
CCCCn1c(CNC(=O)C23CC4CC(CC(C4)C2)C3)nnc1SCC(=O)Nc1nnc(C)s1	-13	2
CC(C)C(NC(=O)c1c(F)cccc1F)C(=O)N1CCN(S(=O)(=O)c2ccc(F)cc2)CC1 (configuration not stated)	-29	2
Cc1ccc2cc3cc(C(=O)NC4CCCCC4)oc3nc2c1	-21	17
O=C(NC1CCCCC1)C(c1cccnc1)N(C(=O)c1csnn1)c1ccc(F)cc1 (configuration not stated)	-14	5
O=C(Nc1ccc2c(c1)OCCO2)c1ccc(Cl)c(S(=O)(=O)N2CCCCC2)c1	8	31
SMILES	OX1R antag-1	OX1R antag-2
O=C(NCCNc1ccccc1[N+](=O)[O-])c1ccccc1F	-15	10
CCOC(=O)c1c(COc2ccccc2)oc2ccc(O)cc12	-14	41
Nc1nc(-c2ccccc2)nc2sc3c(c12)CCCC3	6	68*
Cc1nn(-c2cccc(Cl)c2)c2nc(C(F)(F)F)[nH]c(=O)c12	-8	37
Cc1ccc(N(C(=O)CCCC(=O)Nc2ccccn2)C(C(=O)NC2CCCC2)c2ccc(O)cc2)cc1C (configuration not stated)	-49	4
Cc1cccc(N(Cc2cc3cc(C)ccc3[nH]c2=O)C(=O)c2cccs2)c1	-33	6
O=C(OCc1cccc([N+](=O)[O-])c1)c1ccc[nH]c1=O	-9	29
O=c1c2ccccc2c(/C=N/n2cnnc2)c(O)n1-c1ccccc1F	7	22
CN(C)c1ccc(/C=N/N=C(N)N)cc1[N+](=O)[O-]	-10	31
CCOC(=O)c1cnc(Nc2nc3ccccc3o2)nc1CSC(=S)N1CCCCC1	-41	11
COc1ccc(C(=O)NC2CC2)cc1OC1CCN(Cc2cnn(C)c2)CC1	-3	15
CCOc1ccccc1C(=O)N1CCC(n2nnc3cc(C(F)(F)F)ccc32)CC1	-29	10
COc1cccc(/C=N/Nc2cc(-n3nc(C)cc3-c3ccccc3)ncn2)c1O	-15	16
CCOC(=O)c1[nH]c2ccccc2c1NC(=O)c1ccc(S(=O)(=O)N(C)C)cc1	-9	9
CCn1c(Cc2ccccc2)nnc1SCc1ccc([N+](=O)[O-])cc1	-22	16
CCN(CC)CCOc1ncnc2c1oc1ccccc12	-8	9
NS(=O)(=O)c1ccc(CCNC(=O)COC(=O)CCc2ccccc2)cc1	-17	8
CCN(c1cccc2ccccc12)S(=O)(=O)c1ccc(Cl)nc1	-21	7
CCc1nc(NCCc2ccccn2)c2nnn(Cc3ccccc3F)c2n1	-26	16
CC(C)NC(=O)CC(c1ccccc1)c1cc(Br)ccc1O (configuration not stated)	-11	7
O=C(NCc1nc2ccccc2[nH]1)c1c(F)c(F)c(F)c(F)c1F	-35	2
C=CCn1c(SCC(=O)c2[nH]c(C)c(C(=O)OC)c2C)nc2scc(-c3ccc(OC)c(OC)c3)c2c1=O	-19	6
COc1ccc(C)cc1S(=O)(=O)Nc1ccc(F)cc1	-14	4
CCOc1cc(/C=N/NS(=O)(=O)c2ccc(OC)cc2)ccc1OCCN1CCOCC1	-18	6
O=C(CSc1nc2ccccc2n1Cc1ccccc1)N/N=C/c1ccccc1C(=O)O	-20	16
SMILES	OX1R antag-1	OX1R antag-2
O=C(NCCCNC(=O)c1ccccc1F)c1ccco1	5	7
Cn1nnnc1SCc1cccc2ccccc12	-16	15
COc1ccc(N2CCN(C(=O)CNC(=O)Cc3ccc(Cl)cc3)CC2)cc1	-17	7
CCCCCc1c(O)nc(SCCN2CCOCC2)[nH]c1=O	-6	18
CCOC(=O)CNC(=O)CSc1nnc(-c2cccc(OC)c2)n1CC	11	7
COCc1nnc(NC(=O)CCCOc2ccccc2OC)s1	-24	15
CCOc1cc(NC(=S)NCC2CCCO2)c(OCC)cc1NC(=O)c1ccccc1 (configuration not stated)	-39	11
CC(=O)c1ccc(OCc2cc([N+](=O)[O-])cc3c2OCOC3)cc1	-27	28
COc1ccc(/C=C/C(=O)Nc2cccc(C(C)=O)c2)cc1	-15	28
Cn1ccnc1SCC(=O)c1ccc2ccccc2c1	-15	38
O=[N+]([O-])c1cc(S(=O)(=O)Nc2ccccc2)ccc1N1CCN(c2ccccc2)CC1	4	18
CC(C)(C)c1ccc(C(=O)Nc2nonc2-c2nc3ccccc3[nH]2)cc1	-15	12
Cc1nn(-c2ccc(N3CCCCC3)nn2)c(C)c1CCC(=O)Nc1cccc(F)c1	-21	14
O=C(CNS(=O)(=O)c1cccc2nsnc12)NCCc1ccccc1	-9	21
Cc1c(Cl)cccc1NC(=O)c1cc(-c2ccco2)on1	-5	24
COc1cc(/C=N/NC(=O)NC23CC4CC(CC(C4)C2)C3)ccc1O	-30	4
CC1CCN(C(=O)CSc2nnc3c(n2)[nH]c2ccccc23)CC1	-17	34
N#CC1(NC(=O)COc2cc(F)ccc2[N+](=O)[O-])CCCCC1	0	11
O=C(/C=C/c1ccc(O)cc1)c1ccc(NC2=C(N3CCCCC3)C(=O)c3ccccc3C2=O)cc1	-22	55
CCCCCn1c(CNC(=O)CCC)nc2ccccc21	-22	5
Cc1ccc(C(=O)Nc2nc(COc3ccccc3)cs2)s1	-11	21
COc1ccc(-c2nc(C(F)(F)F)c(OC)o2)cc1OC	-12	11
Cc1cc(C(=O)OCC(=O)N(C)C2CCS(=O)(=O)C2)c(C)n1-c1ccccc1 (configuration not stated)	-19	-4
COc1ccc(-c2nnc(SCC(=O)N3CCCc4ccccc43)o2)cc1OC	-16	7
Cc1cn(C)c(=O)n(C)c1=O	2	11

Part of the list above, with two lines to a compound:
Screens in order – OX1R antag-1 | OX1R antag-2
CC(C)NC(=O)CC(c1ccccc1)c1cc(Br)ccc1O (configuration not stated)
 : -11 | 7
O=C(NCc1nc2ccccc2[nH]1)c1c(F)c(F)c(F)c(F)c1F
 : -35 | 2
C=CCn1c(SCC(=O)c2[nH]c(C)c(C(=O)OC)c2C)nc2scc(-c3ccc(OC)c(OC)c3)c2c1=O
 : -19 | 6
COc1ccc(C)cc1S(=O)(=O)Nc1ccc(F)cc1
 : -14 | 4
CCOc1cc(/C=N/NS(=O)(=O)c2ccc(OC)cc2)ccc1OCCN1CCOCC1
 : -18 | 6

Returning to the listing, repeating the two entries before the break.
SMILES	OX1R antag-1	OX1R antag-2
COc1ccc(-c2nnc(SCC(=O)N3CCCc4ccccc43)o2)cc1OC	-16	7
Cc1cn(C)c(=O)n(C)c1=O	2	11
O=C1CC(Nc2ccccc2)C(=O)N1c1ccc(N2CCOCC2)cc1 (configuration not stated)	-6	9
CCOC(=O)c1cc(-c2ccc(C)o2)nn1CCC#N	-3	5
Clc1ccc2nc(CSCc3ccccc3)cn2c1	-41	15
CC(C)c1ccc(C(=O)CSc2n[nH]c(-c3ccncc3)n2)cc1	-9	34
CCOc1cc(S(=O)(=O)n2c(C)nc3ccccc32)ccc1F	-13	12
CCOC(=O)C1CCN(C(=O)/C=C/c2cc(OC)c(OC)c(OC)c2)CC1	-13	19
CC(C)(C)NC(=O)C(c1ccncc1)N(Cc1cccs1)C(=O)c1csnn1 (configuration not stated)	-16	4
CCOC(=O)Cc1nnc(NC(=O)CSc2nnc3c4ccccc4n(C(C)C)c3n2)s1	-24	38
CC1NC(=S)N(Cc2ccccc2)C1=O (configuration not stated)	-21	22
Cc1ccc2nc(C(=O)N3CCc4c([nH]c5ccccc45)C3c3ccccn3)cn2c1 (configuration not stated)	-18	11
O=C(NCc1cccc(F)c1)C1CCC(=O)N(C2CCCC2)C1 (configuration not stated)	-24	1
Cc1cc(N2CCN(Cc3ccc4c(c3)OCO4)CC2)n2ncnc2n1	-3	17
O=C(NCc1ccccc1Cl)c1cccc2c1C(=O)c1ccc(-c3ccc(OC(F)(F)F)cc3)cc1S2(=O)=O	-6	3
COc1ccc(/C=C2\SC(=S)N(CCC(=O)NCCCN3CCOCC3)C2=O)cc1	-26	46
COc1ccc(C(=O)Nc2cc3c(cc2Cl)OCCCO3)cc1	-29	2
Cc1ccc(C(=O)c2c3ccc(C(F)(F)F)cc3nn2CCC(N)=O)cc1	-16	46
CCSc1oc(-c2ccccc2)nc1S(=O)(=O)c1ccccc1	-3	11
COc1ccc(C(C)=O)cc1CSc1nnc(-c2ccc(Cl)cc2)n1-c1ccccc1	-21	23
Cc1[nH]nc2c1C1(CCN(C(=O)c3ccccc3)CC1)C(C#N)=C(N)O2	-9	24
C/C(=N\OC(=O)c1ccc(Cl)cc1)c1sc(-c2ccccc2)nc1C	-2	7
CCCCn1c(N)c(N(CC)C(=O)C2=COCCO2)c(=O)[nH]c1=O	2	5
CCCCn1c(N)c(N(CC(C)C)C(=O)c2ccc(N3C(=O)CCC3=O)cc2)c(=O)[nH]c1=O	-2	10
NC(=O)C1CCN(c2nc(-c3ccccc3F)cs2)CC1	-5	6
Cc1ccc(C)c(N2CCN(C(=O)c3csc(C)c3C)CC2)c1	-24	7
Cc1nc2nc(-c3cccs3)[nH]c2cc1Br	0	43*

Copied from the entries so far for reference:
SMILES	OX1R antag-1	OX1R antag-2
Cc1[nH]nc2c1C1(CCN(C(=O)c3ccccc3)CC1)C(C#N)=C(N)O2	-9	24
C/C(=N\OC(=O)c1ccc(Cl)cc1)c1sc(-c2ccccc2)nc1C	-2	7
CCCCn1c(N)c(N(CC)C(=O)C2=COCCO2)c(=O)[nH]c1=O	2	5
CCCCn1c(N)c(N(CC(C)C)C(=O)c2ccc(N3C(=O)CCC3=O)cc2)c(=O)[nH]c1=O	-2	10
NC(=O)C1CCN(c2nc(-c3ccccc3F)cs2)CC1	-5	6
Cc1ccc(C)c(N2CCN(C(=O)c3csc(C)c3C)CC2)c1	-24	7
Cc1nc2nc(-c3cccs3)[nH]c2cc1Br	0	43*

Carrying on.
SMILES	OX1R antag-1	OX1R antag-2
NC(=O)C1CCN(C(=O)COc2cccc3cccnc23)CC1	-8	1
O=C(Nc1nc2ccccc2[nH]1)c1cc2ccccc2o1	-20	14
COc1ccc2c(c1)C(C)=CC(C)(C)N2C(=O)CN1C(=O)CCC1=O	-31	18
Cn1c(Cc2ccccc2)nnc1SCCC(=O)Nc1ccccc1	-6	1
CCc1cc2c(NCCC(=O)O)ncnc2s1	-16	13
O=C(COc1ccc(Cl)cc1)NCc1nnc(SCC(=O)NC2CCCCC2)o1	-26	18
Cc1cc(Cl)ccc1OCCCC(=O)N1CCCc2ccccc21	-14	4
CC(C)(C)c1ccc(OCCCNCc2ccccc2)cc1	-16	6
CCOc1ccccc1NC(=O)CN1C(=O)CSC(C)C1=O (configuration not stated)	-11	14
O=C1COc2ccc(C(=O)COC(=O)CCSc3ccc(Cl)cc3)cc2N1	-11	7
CC1CC(C)CN(C(=O)CCCn2c(=S)[nH]c3ccccc3c2=O)C1 (configuration not stated)	-33	14
O=C(CSc1nnc2ccccn12)Nc1nsc(-c2ccccc2)n1	0	7
Cc1cc(C)nc(SC2CCCCC2NS(=O)(=O)c2ccc(Cl)cc2)n1 (configuration not stated)	-23	12
CCNc1nc(NCC)n2c(SC(C(=O)Nc3cc(C)ccc3C)c3ccccc3)nnc2n1 (configuration not stated)	-35	21
C=CCOc1ccc(Br)cc1CNCCO	-10	13
COC(=O)c1c(C(=O)OC)c2cccc3cc(-c4ccccc4)c4ccc1c4n32	-27	21
COCCCNC(=O)C1CC(=O)N(CCc2ccc(F)cc2)C1 (configuration not stated)	0	3
COc1ccc(CC(=O)Nc2ccc3c(c2)CCC3)cc1	-17	14
COc1ccc(OC)c(-c2nc3ccccc3nc2-c2ccccc2)c1	-37	7
COc1ccc(C(O)c2nccn2Cc2ccccc2)cc1 (configuration not stated)	-14	12
COc1ccc2c(c1)c(C(C)=O)c(C)n2C	-15	8
CC(Sc1cccc[n+]1[O-])C(=O)Nc1cccc(S(=O)(=O)N2CCOCC2)c1 (configuration not stated)	-8	-1
Cc1csc2nc(CNS(=O)(=O)c3ccc4c(c3)CCCC4)cn12	-12	28
O=C(N=C1SC2CS(=O)(=O)CC2N1c1ccc(F)c(Cl)c1)C1CCCO1 (configuration not stated)	-15	32
Cc1ccc(C)c(-c2nnc(NC(=O)Cc3ccc(F)cc3)o2)c1	-14	20
COC(=O)c1ccc(CNC(=O)COC(=O)CCC(=O)c2ccc(F)cc2)cc1	-8	2
CCCCN(C)CCCNC(=O)CN1C(=O)COc2ccc(S(=O)(=O)N3CCOCC3)cc21	-9	18
Cc1ccccc1-c1nc2cc(NC(=O)C3CC3)ccc2o1	-8	37
